Screens from PubChem BioAssay.
Shiga inhibitor: blocks Shiga toxin action in Vero cells. Vero cells, Shiga toxin protein synthesis inhibition reporter. inhibition, % at 38.7 µM. hit rate 9.2% among 290,000; in the data active means inhibition mostly above about 28%, no sharp cut-off; inactive means mostly below about 43%; further: 0% is about no effect
Tb PYK inh: inhibitors of Trypanosoma brucei pyruvate kinase; AID 624173; TbPYK enzyme, Kinase-Glo Plus ATP luminescence, 45 min; hit rate 0.12% among 410,000; Potency, µM (highest dose often 76.8 µM), for inactives: top-dose activity, negative = inhibition, usual class: inhibitors; Q57TT1; further: potency means the concentration at half of the fitted maximal effect; on the % scale 0 is the no-effect control and ±100 the full control effect; nearly all actives have a fitted effect of over 50% in size
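Readout: single end-point luminescence (Kinase-Glo Plus, 10 min). Reaction conditions were TbPYK/substrate plus 130 uM ADP, 45 min at RT, pH 7.2 TEA buffer. No-enzyme wells served as controls, and data were normalized before concentration-response fitting.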
CHX counter: counter-screen for Shiga toxin inhibitors: cycloheximide protein synthesis inhibition; cell reporter, cycloheximide protein synthesis inhibition counterscreen; max response, %; hit rate 12% among 300,000; in the data active means max response mostly above about 13%, no sharp cut-off; inactive means mostly below about 14%; further: read at 38.3 µM for the half of the compounds with a filed dose; 0% is about no effect
LmPK inh: LmPK (Leishmania mexicana) enzyme inhibition; purified LmPK, Kinase-Glo ATP luminescence, 1 h; hit rate 0.37% among 290,000; Q27686; AID 1721; Potency, µM (top dose mostly 57.5 µM), inactives show at the top dose activity change, negative = inhibition, most hits filed as inhibitors; further: potency means the concentration at half of the fitted maximal effect; on the % scale 0 is the no-effect control and ±100 the full control effect
Target sequence (Q27686 whole entry, looked up): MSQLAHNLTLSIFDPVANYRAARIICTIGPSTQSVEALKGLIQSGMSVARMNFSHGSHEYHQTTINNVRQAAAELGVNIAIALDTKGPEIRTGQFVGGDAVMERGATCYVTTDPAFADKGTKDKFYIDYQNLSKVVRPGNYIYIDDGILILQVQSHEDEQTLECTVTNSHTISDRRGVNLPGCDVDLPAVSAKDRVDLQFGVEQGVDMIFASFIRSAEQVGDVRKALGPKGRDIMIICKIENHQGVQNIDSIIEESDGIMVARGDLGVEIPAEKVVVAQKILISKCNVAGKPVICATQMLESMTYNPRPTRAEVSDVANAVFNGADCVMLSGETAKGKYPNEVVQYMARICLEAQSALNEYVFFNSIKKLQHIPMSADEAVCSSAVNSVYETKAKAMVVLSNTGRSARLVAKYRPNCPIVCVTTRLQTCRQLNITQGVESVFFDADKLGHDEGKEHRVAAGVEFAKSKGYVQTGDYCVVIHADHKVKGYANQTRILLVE
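ATP generated from ADP (0.1 mM) and PEP (0.5 mM) by 0.1 nM LmPK over 1 h at room temperature (pH 7.2 imidazole buffer) was detected by coupled luciferase luminescence. Values were normalized to uninhibited and no-enzyme wells.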
Pf growth 96h: inhibits malaria parasite growth, 96 h; P. falciparum luciferase reporter growth, 96 h; Potency, µM (doses to about 28.7 µM), inactives show top-dose activity change, negative = inhibition, usual class: inhibitors; hit rate 6.9% among 320,000; further: potency means the concentration at half of the fitted maximal effect; on the % scale 0 is the no-effect control and ±100 the full control effect
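Readout is luminescence from an integrated firefly luciferase in P. falciparum. Red cells, 2% hematocrit and 0.05% parasitemia final, were cultured with compound through two parasite generations (96 hours) at 37 C, 5% CO2.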
Pf growth 48h: inhibits P. falciparum growth in the first generation, 48 h; P. falciparum luciferase growth in erythrocytes, 48 h; Potency, µM (titrated, usually from 28.7 µM), inactives show top-dose activity change, negative = inhibition, usual class: inhibitors; hit rate 5.9% among 310,000; AID 504832; further: potency means the concentration at half of the fitted maximal effect; on the % scale 0 is the no-effect control and ±100 the full control effect
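Compounds are pin-transferred into medium, infected erythrocytes (2% hematocrit, 0.1% parasitemia final) are added, and plates sit one parasite generation at 37 C in 5% CO2. Detection reagent is then added and luminescence measured.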
AMA1-RON2 inh: AMA1-RON2 (P. falciparum) interaction inhibition; AlphaScreen AMA1-biotinylated RON2 peptide binding; Potency, µM (doses to about 58.2 µM), inactives show at the top dose activity change, negative = inhibition, hits mostly inhibitors; hit rate 0.2% among 360,000;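 further: potency means the concentration at half of the fitted maximal effect; 0% = vehicle wells and -100% = peptide control; nearly all actives have a fitted effect of over 45% in size; some results filed as inactive show a strong effect at the top dose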
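AMA1 (3D7) with his tag at 25 nM final met compounds first, then biotinylated RON2 peptide at 25 nM; detection used donor plus acceptor beads, 10 µg/mL apiece, read by AlphaScreen after 30 min at room temperature.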
The depositor's hits bear a star; ? = inconclusive; . = not tested or not shown; & = joins results of further samples; [ ] = dose if it differs, or a comment. Unless noted, the call rests on the fitted dose curve; in most records, active means well fitted curve in the direction sought with a large enough effect; inconclusive means small, poorly fitted or top-dose-only effect, or another doubt; inactive means no such curve, though single readings can be large; an effect the other way counts as inactive or inconclusive.

Below each SMILES: Shiga inhibitor, Tb PYK inh, CHX counter, LmPK inh, Pf growth 96h, Pf growth 48h, AMA1-RON2 inh
- CCOC(=O)/C(=C\C=C1/Sc2cc(OCC)c(OCC)cc2N1CC)C(C)=O
  14, -9%, -2, 2%, ?, ?, 20%
- CCN1C(=O)CC(C(=O)Nc2ccc(F)cc2)SC1=Nc1ccc2c(c1)OCO2 (centres undefined)
  -11, -3%, -1, 5%, 43%[activator], ?, -5%
- CCOC(=O)C(C(=O)OCC)C(C)C#CCN1CCCCC1 (centres undefined)
  13, -7%, 7, -4%, -5%, -2%, -3%
- O=C1OCCN1C(=O)[C@H]1[C@H](c2ccc(F)cc2)C(c2ccc(F)cc2)=NN1c1ccc(Br)cc1
  16&-6, -4%, 5&-5, 1%, -56%, ?, 25%
- Nc1nnc(SCC(=O)OCC(=O)Nc2ccc(Br)cc2F)s1
  30, 10%, 2, -9%, 16%, -1%, -6%
- O=C(C1=NN(c2ccccc2)C(=O)CC1)N1CCc2ccccc2C1
  -5, 2%, -1, 3%, 0%, 13%, -10%
- COc1ccc(C(=O)CSc2nnc(COc3ccccc3)n2Cc2ccco2)cc1
  10, -19%, 6, 1%, ?, ?, -8%
- CCN(CC)S(=O)(=O)c1cc(NC(=O)NCCCl)ccc1C
  24, 0%, 7, 7%, ?, ?, 9%
- CC1CCCC(NC(=O)c2ccc3c(SCC(=O)O)c4c(nc3c2)CCC4)C1C (centres undefined)
  8, -2%, -1, 5%, ?, ?, -1%
- CC(C)Cn1c(-c2csc3ccccc23)n[nH]c1=S
  10, ?, -3, 14µM*, ?, 2%, 24%
- CC(Sc1ccccc1)C(=O)N/N=C/c1cccnc1 (centres undefined)
  -9, -8%, -1, 3%, -22%, 5%, 17%
- O=C(c1ccc(Cl)cc1[N+](=O)[O-])N(Cc1ccccc1)Cc1ccccc1
  -18, ., -3, 3%, ?, ?, .
- COc1ccc(/C(C)=N/Nc2ccc(F)cc2F)c(O)c1
  74*, -5%, 42*, -1%, 47%[activator], 146%[activator], -4%
- COc1cc(C(=O)NCCCN2CCCC2=O)cc(Br)c1OCc1ccccc1
  ., 2%, ., ., ?, 9.3µM*, 6%
- COc1ccc(NC(=O)CN(C)C(=O)c2c(-c3ccccc3Cl)noc2C)cc1
  ., 2%, ., ., -2%, -5%, 9%
- N#CC1=C(N)Nc2nc3ccccc3n2C1c1ccc(F)cc1 (centres undefined)
  -14, -14%, -6, 1%, ?, -12%, -13%[11.6 µM]
- O=C(O)CNC(=O)c1ccc(Sc2ccccc2)c([N+](=O)[O-])c1
  -6, 1%, 1, 0%, 6%, 0%, 19%
- COC(=O)Nc1ccc(S(=O)(=O)N2CCC(C(=O)N(C)C3CCCCC3)CC2)cc1
  -7, -4%, 1, 8%, ?, ?, 1%
- CCOc1cc(NC(=O)C(C)C)c(OCC)cc1NC(=O)Nc1ccccc1
  ., -7%, -1, -3%, 12µM*, -19%, 3%
- COc1ccc(-c2csc(NC(=O)C3CC(=O)N(Cc4ccco4)C3)n2)cc1 (centres undefined)
  13, 3%, 10, 1%, ?, ?, -10%

(next part)
Below each SMILES: Shiga inhibitor, Tb PYK inh, CHX counter, LmPK inh, Pf growth 96h, Pf growth 48h, AMA1-RON2 inh
- O=C(Nc1nnc(C2CC2)o1)c1ccc(S(=O)(=O)N2CCCCC2)cc1
  -10, -4%, -3, 6%, 17µM*, ?, 40%[activator]
- COc1ccc(C(NC(=O)c2ccco2)c2ccc(OC)c(OC)c2)cc1OC
  -18, 29%, 2, -1%, 81%[activator], -20%, 11%
- O=C(CSc1nnc2ccccn12)NCCc1ccc(Cl)cc1
  -4, 1%, -5, 6%, 3%, 0%, 3%
- Cc1ccc(C(=O)Nc2c(-c3cccs3)c(=O)c3ccccc3n2C)cc1
  -19, -39%, 1, 3%, ., -4%, 0%
- COc1ccccc1N1CCN(C(=O)c2cc3cc(F)ccc3[nH]2)CC1
  -6, 1%, 12, -2%, ?, ?, -7%
- COc1ccc(-c2cc3c(=O)n(CC(=O)N4CCN(C)CC4)ncn3n2)cc1
  9, 1%, -1, -8%, 61%[activator], 96%[activator], 5%
- COC(=O)c1ccc(C2C3=C(Nc4nnnn42)c2ccccc2OC3)cc1 (centres undefined)
  -11, -2%, 17*, -6%, -10%, ?, 11%
- C/C(N)=C(/C#N)C(=O)COC(=O)CNS(=O)(=O)c1ccc(F)c(F)c1F
  -11, 5%, -1, 1%, 18%, 3%, 0%
- CC1(C)OC(C)(C)/C(=C/Nc2ccc(O)cc2)C1=O
  -15, -16%, 6, 1%, ?, ?, -4%
- CCCn1c(SCC(=O)NC2CCCCC2)nnc1-c1ccncc1
  -7, -17%, -1, -3%, ?, 36%[activator], 8%
- OCC[C@@H]1C[C@@H](O)[C@H](O)[C@@]2(Cc3ccccc3CCO2)O1
  -6, -1%, -2, -5%, 38%, 35%[activator], -4%
- N=c1c(C(=O)NCCc2ccccc2)cc2c(=O)n3ccccc3nc2n1CCCN1CCOCC1
  -5, -2%, -5, 0%, ?, 2.1µM*, -13%
- CC1CCN(C(=O)CN2C(=O)NC3(CCCCCC3)C2=O)CC1
  ., 5%, ., ., -1%, 21%, 11%
- CC(C)(C)c1ccc(OCC(=O)N/N=C/c2cc(Br)ccc2OC(=O)c2ccco2)cc1
  -4, 2%, 11, 1%, ?, 2.1µM*, 29%
- CCOC(=O)Cc1ncccc1C(=O)Nc1ccc(Oc2ccccc2)cc1
  3, 5%, 5, 6%, 12µM*, 8.3µM*, -9%
- Cc1oc(-c2ccc(Cl)cc2)nc1CS(=O)CC(=O)NC1CCCCC1 (centres undefined)
  19, -1%, 9, 1%, -14%, 20%, -6%
- CCOC(=O)C(C)Sc1nc(-c2ccc(OC)cc2)nc2c1c(=O)n(C)c(=O)n2C (centres undefined)
  -8, ., 1, 5%, ?, 14%, .
- COc1ccc(NC(=O)c2sc3nc(N4CCOCC4)c4c(c3c2N)CC(C)(C)OC4)c(OC)c1
  5, ?, -2, 10%, 1.7µM*, ?, -6%
- O=C(CSc1nnnn1Cc1ccccc1)c1ccccc1
  57, -10%, 14, 1%, ?, 52%[activator], -7%
- N#CCC(=O)Nc1ccc(C(=O)NNC(=O)c2ccccc2-n2cccc2)cc1
  ., -14%, ., ., -9%, -17%, 74%[activator]

Carrying on.
Below each SMILES: Shiga inhibitor, Tb PYK inh, CHX counter, LmPK inh, Pf growth 96h, Pf growth 48h, AMA1-RON2 inh
- Cc1nn(C)c(Oc2ccc(Cl)cc2)c1C(=O)O
  20, -4%, -4, 7%, -3%, ?, -3%
- COc1ccc(NC(=O)CSc2ccc(F)cc2)cc1S(=O)(=O)N1CCCCC1
  -58, 0%, 3, 7%, 16%, 6%, -5%
- CNC(=S)Nc1cc(Cl)ccc1Oc1ccccc1
  -11, 4%, -6, 2%, 18%, 0%, -2%
- COc1cc(CC(=O)NCc2cccs2)cc(OC)c1OC
  -12, -6%, 0, 0%, ., -13%, 1%
- COc1ccc(C2=NN(C(=O)CCC(=O)O)C(c3cccs3)C2)cc1 (centres undefined)
  -8, 4%, 2, 0%, 59%[activator], 83%[activator], 1%
- Cc1nc(Cl)c(C(=O)Nc2cccc(F)c2)c(C)c1Cl
  -4, -10%, -1, -1%, ?, -14%, -4%
- COc1ccc2ccccc2c1C1CC(=O)N2CN(C3CCCCC3)CSC2=C1C#N (centres undefined)
  -8, ?, -3, 4%, ?, ., -7%
- O=C(CCc1ccccc1)Nc1cc(S(=O)(=O)N2CCOCC2)ccc1N1CCCC1
  ., 5%, ., ., -6%, -28%, -7%
- O=C(CN1CCC(N2CCCCC2)CC1)N1CCOCC1
  -9, ., 2, 1%, 20%, 3%, .
- C[C@]12C(=O)N(c3ccc(F)cc3)C(=O)N1[C@@H]1c3ccccc3OC[C@@H]1[C@H]2c1ccccc1
  -2, 0%, 0, -2%, ?, -14%, 0%
- CC(C)c1onc(C(=O)N2CCN(C(c3ccccc3)c3ccccc3)CC2)c1[N+](=O)[O-]
  8, 5%, 5, -3%, ?, ?, 0%
- O=C(NC(=S)Nc1ccc(N2CCOCC2)c(Cl)c1)c1sc2ccccc2c1Cl
  4, -7%, 4, -1%, ?, -8%, 16%
- COc1ccc2c(=O)c(C)c(-c3ccccc3)oc2c1CN(C)C
  ., 10%, ., ., ?, -15%, .
- O=C(NCC1CCCCC1)c1cc(Br)ccc1Cl
  31, -6%, -3, 0%, 19%, 4%, 1%
- CC1=NN(c2nc(-c3ccc(C#N)cc3)cs2)C(=O)C1
  53*, 2%, 15, 1%, 6%, -4%, 48%[activator]
- CC(C)CN1CCN(Cc2c(F)cccc2Cl)CC1CCO (centres undefined)
  -7, -3%, 0, -5%, ?, 37%, 3%
- CC1=NC(=O)C(N=Nc2ccccc2)N1c1ccccc1 (centres undefined)
  52*, -4%, 29*, 3%, 34%, 280%[activator], ?
- Cc1cc(N2C(=O)C(O)=C(C(=O)c3ccc(C)o3)C2c2ccc([N+](=O)[O-])cc2)no1 (centres undefined)
  6, 0%, -1, 10%, ?, -17%, -5%
- O=C(NOC(=O)c1ccccc1)c1ccccc1
  7, -1%, 11, -2%, 31%[activator], 43%[activator], -12%
- CCOc1ccccc1NC(=O)COC(=O)Cc1ccc(-c2ccccc2)cc1
  -10, -4%, -1, -3%, 48%[activator], 7%, 12%

Next section:
Below each SMILES: Shiga inhibitor, Tb PYK inh, CHX counter, LmPK inh, Pf growth 96h, Pf growth 48h, AMA1-RON2 inh
- Cc1c(NS(=O)(=O)c2ccc([N+](=O)[O-])cc2)c(=O)n(-c2ccccc2)n1C
  -6, -3%, -4, 2%, 2%, -7%, -26%
- CC(C)(C)c1ccccc1NC(=O)CN1C(=O)NC2(CCCCCC2)C1=O
  ., 4%, ., ., -17%, -10%, 8%
- Cc1ccc(C(C(=O)NC2CCCC2)N(Cc2ccco2)C(=O)CCC(=O)Nc2ccccn2)cc1 (centres undefined)
  -15, -1%, -3, 6%, 2%, ?, -9%
- O=c1[nH]c(=O)n(Cc2ccco2)c(O)c1C=NC1CC1
  13, -1%, -5, 7%, 23%, 6%, 14%
- CC(NS(=O)(=O)c1ccccc1)C1COc2ccccc2O1 (centres undefined)
  2, -2%, 31*, 7%, 54%[activator], ., 0%
- O=C(CN1CCCC1)Nc1nc(-c2ccc3c(c2)CCN3C(=O)c2ccccc2F)cs1
  31, 6%, 20*, -2%, ?, 15µM*, 14%

Molecules listed so far that contain an NH in an aromatic ring:
Below each SMILES: Shiga inhibitor, Tb PYK inh, CHX counter, LmPK inh, Pf growth 96h, Pf growth 48h, AMA1-RON2 inh
- CC(C)Cn1c(-c2csc3ccccc23)n[nH]c1=S
  10, ?, -3, 14µM*, ?, 2%, 24%
- COc1ccccc1N1CCN(C(=O)c2cc3cc(F)ccc3[nH]2)CC1
  -6, 1%, 12, -2%, ?, ?, -7%
- O=c1[nH]c(=O)n(Cc2ccco2)c(O)c1C=NC1CC1
  13, -1%, -5, 7%, 23%, 6%, 14%
